# Screening results (PubChem BioAssay)
# Pf Dd2 inh: blocks growth of Plasmodium falciparum Dd2 parasites; P. falciparum Dd2 growth, SYBR Green, 72 h; active compounds read low; activity change, % at 10 µM; actives 2.3% (n = 94,000); in the data active = activity change below about -80%; inconclusive = no clear call, values can overlap the other calls
# KDM4C inh: blocks human GASC-1 (KDM4C) demethylase activity; Q9H3R0; GST-KDM4C 2-372, H3K9me3 peptide, LANCE TR-FRET; inhibition, % at 12.5 µM; actives 0.15% (n = 96,000); AID 720574;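 active = mean replicate inhibition above about 25%, with at least 55% of replicates also reaching it, limit read from the data, passing the limit was not always enough; inconclusive = only one of those two conditions met; inactive = neither condition met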
# Target sequence (Q9H3R0 2-372 limits assumed): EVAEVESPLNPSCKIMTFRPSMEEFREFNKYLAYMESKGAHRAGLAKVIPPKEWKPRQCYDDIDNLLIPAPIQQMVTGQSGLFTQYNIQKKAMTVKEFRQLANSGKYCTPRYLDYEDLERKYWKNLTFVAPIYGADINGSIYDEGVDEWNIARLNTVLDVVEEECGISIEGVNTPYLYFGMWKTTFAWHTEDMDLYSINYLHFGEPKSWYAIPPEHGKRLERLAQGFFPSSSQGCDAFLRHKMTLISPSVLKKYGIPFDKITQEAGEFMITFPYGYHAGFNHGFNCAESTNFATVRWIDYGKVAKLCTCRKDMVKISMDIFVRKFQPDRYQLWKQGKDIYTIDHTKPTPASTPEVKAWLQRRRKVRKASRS
#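 reagent = H3K9me3 peptide substrate, Fe(II), 2-oxoglutarate | system = GST-tagged GASC-1 (JMJD2C) catalytic fragment, aa 2-372 | amount = enzyme final amount 10 nM | read-out = Fall in 671/618 emission ratio as inhibition | medium = HEPES buffer, pH 7.5, plus ascorbate | schedule = 30 min reaction, 60 min detection, RT | measured by = LANCE TR-FRET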
# C diff HTS: inhibitors of Clostridium difficile growth; Clostridium difficile clinical isolate growth, OD600, 24 h; active compounds read low; growth activity, negative = inhibition, % at 16 µg/mL (by protocol); actives 0.25% (n = 86,000); AID 1259249;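 active = mean growth activity at or below -80% and every replicate also at or below -80%; inconclusive = mean at or below -80% but some replicate above -80%; inactive = mean growth activity above -80%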;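 note: 0% = DMSO wells and -100% = levofloxacin 16 µg/mL wells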
# T cruzi growth: inhibitors of T. cruzi proliferation; T. cruzi beta-gal in NIH3T3, GalScreen luminescence, 90 h; inhibition, % at 8.34 µM; AID 624255; actives 5.9% (n = 77,000);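 active = mean inhibition above about 93%, with at least 55% of replicates each passing it, limit read from the data, passing the limit was not always enough; inconclusive = only one of those two conditions holds; inactive = neither condition holds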
# * hit, by the source's call; ? = inconclusive; nt = not tested or not shown; & = joins results of further samples.
SMILES,Pf Dd2 inh,KDM4C inh,C diff HTS,T cruzi growth
CO[C@@H]1CN(C)C(=O)c2cc(NC(=O)C3CCC3)ccc2OC[C@H](C)N(Cc2cccnc2)C[C@@H]1C,-11,-0.1,nt,59
CCCNC(=O)N(C)C[C@H]1Oc2ncc(C#Cc3ccccc3F)cc2C(=O)N([C@@H](C)CO)C[C@H]1C,6,-2.0,20,39
C[C@H]1CN([C@@H](C)CO)C(=O)Cc2cc(NS(C)(=O)=O)ccc2O[C@@H]1CN(C)Cc1ccccc1,-21,2.3,12,39
C[C@@H]1CN([C@H](C)CO)S(=O)(=O)c2ccc(-c3cccc(F)c3)cc2O[C@@H]1CN(C)S(=O)(=O)c1ccc(F)cc1,0,0.4,3,98*
C[C@@H]1CN([C@@H](C)CO)C(=O)c2cc(NC(=O)CCC(F)(F)F)ccc2O[C@@H]1CN(C)C,17,12,-4,nt
C[C@H](CO)N1C[C@H](C)[C@@H](CN(C)Cc2ccc(Cl)c(Cl)c2)Oc2ccc(NC(=O)c3ccncc3)cc2CC1=O,-6,1.2,30,41
C[C@@H]1CCCCO[C@@H](CN(C)C(=O)Nc2ccccc2)[C@@H](C)CN([C@@H](C)CO)C(=O)c2cc(NC(=O)c3ccccc3)ccc2O1,-23,-0.1,nt,43
CCC(=O)N1C[C@@H](C)[C@H](OC)CN(C)C(=O)c2cc(NC(=O)c3cc(C)on3)ccc2OC[C@@H]1C,nt,3.3,nt,13
Cc1cccc(S(=O)(=O)N2C[C@@H]3[C@H](c4ccccc42)[C@H](CO)N3C(=O)CC2CC2)c1,15,-0.3,-4,31
C/C=C/c1ccc([C@@H]2[C@H](CO)N(C(=O)CN(C)C)C23CN(C(=O)C2CC2)C3)cc1,4,-0.9,5,nt
C[C@@H]1CCCCO[C@H](CN(C)S(C)(=O)=O)[C@H](C)CN([C@@H](C)CO)C(=O)c2cc(NC(=O)CCCN(C)C)ccc2O1,14,1.9,1,22
COc1ccc(C(=O)N2C[C@H]3[C@@H](c4ccccc42)[C@H](CO)N3C(=O)c2cccc(F)c2)cc1,-9,1.2,4,23
CO[C@H]1CN(C)C(=O)c2cc(NC(=O)c3cccc(F)c3)ccc2OC[C@H](C)N(C)C[C@H]1C,9,0.1,nt,-33
C[C@H](CO)N1C[C@H](C)[C@H](CN(C)C(=O)Nc2cccc3ccccc23)OCCCC[C@H](C)Oc2ccc(NS(C)(=O)=O)cc2C1=O,-50,2.5,-1,-3
COC(=O)C[C@@H]1C[C@H]2c3cc(NS(=O)(=O)c4ccc(OC)cc4)ccc3O[C@H]2[C@@H](CO)O1,-3,-0.4,2,-40
C[C@H](CO)N1C[C@H](C)[C@@H](CN(C)C(=O)Nc2cccc(C(F)(F)F)c2)OCc2ccccc2-c2c(n(C)c3ccccc23)C1=O,-86*,-2.4,23,nt
CCCNC(=O)N1[C@H](CO)[C@@H]2c3ccccc3N(C(=O)c3cccnc3)C[C@@H]21,-3,3.8,-6,4
CO[C@H]1CN(C)C(=O)c2cc(NC(=O)Nc3cc(Cl)cc(Cl)c3)ccc2OC[C@H](C)NC[C@@H]1C,nt,-0.8,nt,10
C/C=C/c1ccc2c(c1)O[C@H](CN(C)C(=O)c1cccnc1)[C@@H](C)CN([C@H](C)CO)S2(=O)=O,13,-0.1,-2,-36
O=C(C[C@H]1CC[C@@H](NC(=O)c2ccc(F)cc2)[C@@H](CO)O1)NCCc1ccncc1,13,7.5,-1,-15
COc1ccc(NC(=O)Nc2ccc3c(c2)C(=O)N([C@@H](C)CO)C[C@@H](C)[C@H](CN(C)Cc2ccc(C(=O)O)cc2)O3)cc1,13,0.8,-3,-20
C[C@@H]1CN([C@@H](C)CO)C(=O)c2cc(NC(=O)Nc3ccc(C(F)(F)F)cc3)ccc2O[C@H]1CN(C)S(=O)(=O)c1cn(C)cn1,-6,1.9,nt,7
CC(C)NC(=O)N(C)C[C@@H]1OCCCC[C@@H](C)Oc2ccc(NC(=O)CCC(F)(F)F)cc2C(=O)N([C@@H](C)CO)C[C@H]1C,-2,1.6,-6,22
CCNC(=O)[C@@H]1[C@@H](CO)[C@@H]2Cn3c(ccc(/C=C/c4ccccc4)c3=O)[C@H]1N2C(=O)c1ccncc1,-2,2.5,-3,75
COCC(=O)Nc1ccc2c(c1)C(=O)N(C)[C@@H]1CC[C@H](CC(=O)NCC3CC3)O[C@@H]1CO2,3,-0.3,-5,35
CC(C)NC(=O)N1[C@H](CO)[C@H]2c3ccccc3NC[C@H]21,-26,-0.9,-4,20
C[C@@H]1CCCCO[C@@H](CN(C)S(=O)(=O)c2cn(C)cn2)[C@H](C)CN([C@H](C)CO)C(=O)c2cc(NS(=O)(=O)c3ccc(F)cc3)ccc2O1,11,17,1,29
Cc1ccccc1-c1cnc2c(c1)C(=O)N([C@H](C)CO)C[C@@H](C)[C@@H](CN(C)C(=O)CN(C)C)O2,-8,-0.3,-8,0
COc1ccc(NC(=O)N(C)C[C@@H]2Oc3ccc(NC(=O)Nc4cccc5ccccc45)cc3C(=O)N([C@@H](C)CO)C[C@@H]2C)cc1,13,-2.2,-10,37
C[C@@H]1CCCCO[C@@H](CN(C)C(=O)CCCN(C)C)[C@H](C)CN([C@@H](C)CO)C(=O)c2cc(NC(=O)Nc3cccc4ccccc34)ccc2O1,10,8.9,-12,94
Cc1cccc(-c2ccc([C@H]3[C@@H](CO)N4CCCCN(C(=O)c5cccnc5)C[C@@H]34)cc2)c1,26,-0.3,-10,?
Cc1ccc(S(=O)(=O)Nc2ccc3c(c2)CC(=O)N([C@@H](C)CO)C[C@H](C)[C@@H](CN(C)C(=O)Nc2c(C)noc2C)O3)cc1,8,1.4,-2,-29
Cc1noc(C)c1S(=O)(=O)Nc1ccc2c(c1)C(=O)N([C@H](C)CO)C[C@H](C)[C@@H](CN(C)Cc1ccncc1)OCCCC[C@@H](C)O2,62,-0.1,1,-5
O=C(C[C@@H]1CC[C@H]2[C@@H](COC[C@@H](O)CN2C(=O)c2ccc3c(c2)OCO3)O1)NCCN1CCCCC1,33,2.9,1&-3,89
Cc1ccc(S(=O)(=O)Nc2ccc3c(c2)C(=O)N([C@@H](C)CO)C[C@@H](C)[C@H](CN(C)C(=O)Nc2ccc(C(F)(F)F)cc2)OCCCC[C@@H](C)O3)cc1,5,-1.2,1,100*
C[C@H](CO)N1C[C@H](C)[C@H](CN(C)C(=O)Nc2ccc3c(c2)OCO3)Oc2c(NC(=O)Nc3ccccc3)cccc2C1=O,-34,0.0,-2,-14
C[C@@H]1CCCCO[C@@H](CN(C)C(=O)Cc2ccccc2)[C@H](C)CN([C@@H](C)CO)C(=O)c2cc(NC(=O)Cc3ccccc3)ccc2O1,-49,0.0,-6,-23
Cc1noc(C)c1NC(=O)Nc1ccc2c(c1)CC(=O)N([C@H](C)CO)C[C@@H](C)[C@@H](CN(C)C(=O)NC1CCCCC1)O2,23,-0.6,-4,-3
C[C@@H]1CN([C@H](C)CO)C(=O)c2cc(C#CC3CC3)cnc2O[C@H]1CN(C)C(=O)c1ccncc1,30,0.1,nt,12
Cc1ccccc1S(=O)(=O)NCC[C@H]1CC[C@@H](NC(=O)C2CCCC2)[C@H](CO)O1,-8,-0.4,-4,nt
C/C=C/c1cnc2c(c1)C(=O)N([C@@H](C)CO)C[C@@H](C)[C@H](CN(C)S(=O)(=O)c1ccccc1F)O2,-45,0.8,-1,nt
C[C@@H]1CN([C@@H](C)CO)C(=O)c2cccc(NC(=O)C3CCCCC3)c2O[C@@H]1CN(C)C(=O)Nc1ccccc1,-75,-0.7,-5,49
C[C@H]1CN([C@@H](C)CO)C(=O)c2cc(NC(=O)Nc3cccc4ccccc34)ccc2O[C@@H]1CN(C)Cc1ccc(C(F)(F)F)cc1,12,-0.7,-3,87*
O=C(CN1CCOCC1)NCC[C@H]1CC[C@H](NC(=O)c2ccc3c(c2)OCO3)[C@H](CO)O1,-9,50*,nt,0
O=C(C1CCC1)N1CC2(C1)[C@@H](c1ccccc1)[C@H](CO)N2C(=O)c1ccccn1,22,-0.4,1,nt

# 4 records picked at random from the list so far, as already listed:
SMILES,Pf Dd2 inh,KDM4C inh,C diff HTS,T cruzi growth
C[C@H]1CN([C@@H](C)CO)C(=O)c2cc(NC(=O)Nc3cccc4ccccc34)ccc2O[C@@H]1CN(C)Cc1ccc(C(F)(F)F)cc1,12,-0.7,-3,87*
O=C(C[C@@H]1CC[C@H]2[C@@H](COC[C@@H](O)CN2C(=O)c2ccc3c(c2)OCO3)O1)NCCN1CCCCC1,33,2.9,1&-3,89
Cc1cccc(-c2ccc([C@H]3[C@@H](CO)N4CCCCN(C(=O)c5cccnc5)C[C@@H]34)cc2)c1,26,-0.3,-10,?
Cc1noc(C)c1S(=O)(=O)Nc1ccc2c(c1)C(=O)N([C@H](C)CO)C[C@H](C)[C@@H](CN(C)Cc1ccncc1)OCCCC[C@@H](C)O2,62,-0.1,1,-5

# Further records:
SMILES,Pf Dd2 inh,KDM4C inh,C diff HTS,T cruzi growth
CO[C@H]1CN(C)C(=O)c2ccc(NC(=O)c3ccccc3F)cc2OC[C@H](C)N(C(=O)c2ccccc2F)C[C@@H]1C,-14,-0.4,nt,-53
C[C@H](O)C#Cc1ccc2c(c1)O[C@H](CN(C)C(=O)C1CCC1)[C@@H](C)CN([C@H](C)CO)S2(=O)=O,57,0.1,-4,25
C[C@@H]1CCCCO[C@@H](CN(C)C(=O)Nc2ccc(C(F)(F)F)cc2)[C@H](C)CN([C@@H](C)CO)C(=O)c2cc(NC(=O)Cc3ccccc3)ccc2O1,-46,1.3,3,122*
C[C@H](CO)N1C[C@H](C)[C@H](CN(C)S(=O)(=O)c2ccccc2)Oc2cc(C#Cc3ccncc3)ccc2S1(=O)=O,-80,-9.3,3,50
CN1c2ccc(Br)cc2[C@H]2[C@H](CCN2C(=O)C2CCCCC2)[C@H]1CO,24,1.7,14,37
CCC(=O)N1CC2(C1)[C@H](c1ccc(-c3cccc(F)c3)cc1)[C@@H](CO)N2CC1CC1,-26,-2.3,-1,nt
N#C[C@H]1[C@@H](c2ccc(C#CC3CC3)cc2)[C@@H](CO)N1C(=O)Cc1ccccn1,22,-0.7,-7,55
CCC(=O)N(C)C[C@H]1Oc2ncc(C#C[C@@H](C)O)cc2C(=O)N([C@H](C)CO)C[C@@H]1C,41,0.4,-1,-89
C[C@@H]1CN([C@H](C)CO)S(=O)(=O)c2ccc(C#CC3CCCC3)cc2O[C@H]1CN(C)C(=O)c1cccc(F)c1,-85*,-0.9,nt,123*
C[C@@H]1CN([C@@H](C)CO)C(=O)c2cc(NC(=O)c3ccncc3)ccc2O[C@@H](C)CCCCO[C@@H]1CN(C)C(=O)C1CCCCC1,-4,0.3,-3,85
Cc1cccc(S(=O)(=O)N(C)C[C@@H]2OCc3cn(nn3)CCCC(=O)N([C@@H](C)CO)C[C@@H]2C)c1,-7,2.1,nt,8
C[C@H]1CN([C@@H](C)CO)C(=O)c2cc(-c3ccccc3F)cnc2O[C@H]1CN(C)C(=O)C1CCC1,59,1.9,-1,-9
C[C@H](O)C#Cc1ccc2c(c1)O[C@H](CN(C)CC1CCOCC1)[C@H](C)CN([C@H](C)CO)S2(=O)=O,5,0.3,68,37
N#C[C@H]1[C@@H](c2ccc(C3=CCCC3)cc2)[C@@H](CO)N1C(=O)c1ccccn1,-28,3.5,-8,35
COc1ccc2c3c(n(C)c2c1)[C@@H](CO)NCC31CCN(Cc2cc(-c3ccccc3)on2)CC1,-72,-1.3,-18,nt

# Records listed so far shown as hits in Pf Dd2 inh:
canonical_smiles	Pf Dd2 inh	KDM4C inh	C diff HTS
C[C@H](CO)N1C[C@H](C)[C@@H](CN(C)C(=O)Nc2cccc(C(F)(F)F)c2)OCc2ccccc2-c2c(n(C)c3ccccc23)C1=O	-86*	-2.4	23
C[C@@H]1CN([C@H](C)CO)S(=O)(=O)c2ccc(C#CC3CCCC3)cc2O[C@H]1CN(C)C(=O)c1cccc(F)c1	-85*	-0.9	nt

# The listing continues:
SMILES,Pf Dd2 inh,KDM4C inh,C diff HTS,T cruzi growth
Cc1noc(C)c1NC(=O)N(C)C[C@@H]1Oc2ccc(NS(C)(=O)=O)cc2C(=O)N([C@H](C)CO)C[C@H]1C,30,-0.1,nt,40
COc1ccc(NC(=O)Nc2ccc3c(c2)C(=O)N([C@@H](C)CO)C[C@@H](C)[C@@H](CN(C)S(=O)(=O)c2ccccc2)O3)cc1,22,0.3,-1,-9
C[C@@H]1CN([C@H](C)CO)C(=O)c2cc(C#CC3CCCC3)cnc2O[C@@H]1CN(C)S(=O)(=O)c1cccc(F)c1,-20,-2.8,-4,117
COc1cc(CN2CC3(CN(C(=O)Nc4c(C)noc4C)C3)c3c([nH]c4cc(OC)ccc34)[C@H]2CO)cc(OC)c1,-58,1.0,2,nt
CCC(=O)NC[C@@H]1[C@@H](c2ccc(C3=CCCC3)cc2)[C@@H](CO)N1CC1CC1,-26,0.2,-1,nt
CC(C)NC(=O)N1[C@@H](CO)[C@@H](c2ccccc2)C12CN(Cc1ccc(Cl)cc1)C2,-69,-1.5,0,nt
